Assay outcomes: PubChem BioAssay, Broad Institute
C diff growth – inhibitors of Clostridium difficile growth. 0.25% of 86,000 active. Clostridium difficile clinical isolate growth, OD600, 24 h; active compounds read low. growth activity, negative = inhibition, % at 16 µg/mL (by protocol);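 active = mean growth activity at or below -80% and every replicate also at or below -80%; inconclusive = mean at or below -80% but some replicate above -80%; inactive = mean growth activity above -80%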;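 also: 0% = DMSO wells and -100% = levofloxacin 16 µg/mL wells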
GASC1 inh – inhibitors of human demethylase GASC-1 KDM4C; AID 720574; GST-KDM4C 2-372, H3K9me3 peptide, LANCE TR-FRET; inhibition, % at 12.5 µM; Q9H3R0; 0.15% of 96,000 active;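 active = mean replicate inhibition above about 25%, with at least 55% of replicates also reaching it, limit read from the data, passing the limit was not always enough; inconclusive = only one of those two conditions met; inactive = neither condition met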
Target sequence (Q9H3R0 2-372 limits assumed): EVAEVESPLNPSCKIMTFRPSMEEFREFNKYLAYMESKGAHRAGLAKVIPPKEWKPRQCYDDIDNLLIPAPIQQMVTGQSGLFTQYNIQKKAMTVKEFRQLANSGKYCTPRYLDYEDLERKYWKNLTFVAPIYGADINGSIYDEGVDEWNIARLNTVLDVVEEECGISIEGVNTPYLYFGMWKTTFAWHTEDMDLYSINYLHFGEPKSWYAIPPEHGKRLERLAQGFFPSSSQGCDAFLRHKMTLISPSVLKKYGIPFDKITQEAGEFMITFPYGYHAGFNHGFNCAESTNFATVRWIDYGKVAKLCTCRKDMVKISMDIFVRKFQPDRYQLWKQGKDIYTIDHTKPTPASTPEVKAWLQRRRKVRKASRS
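Test system: N-terminal GST-fused human GASC-1 (KDM4C) fragment, residues 2-372; quantity: GASC-1 enzyme at 10 nM final in reaction; dosing: single dose; schedule: 30 min demethylation and 1 h detection at room temperature; signal: LANCE TR-FRET, excitation 340 nm, emissions 618 and 671 nm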
Pf Dd2 growth – inhibitors of Plasmodium falciparum Dd2 growth | P. falciparum Dd2 growth, SYBR Green, 72 h; active compounds read low | activity change, % at 10 µM | 2.3% of 94,000 active | AID 1159554; in the data active = activity change below about -80%; inconclusive = no clear call, values can overlap the other calls
Tcruzi prolif – inhibitors of T. cruzi proliferation; T. cruzi beta-gal in NIH3T3, GalScreen luminescence, 90 h; inhibition, % at 8.34 µM; 5.9% of 77,000 active; AID 624255;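 active = mean inhibition above about 93%, with at least 55% of replicates each passing it, limit read from the data, passing the limit was not always enough; inconclusive = only one of those two conditions holds; inactive = neither condition holds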
* = called active by the depositor; u = inconclusive; x = not tested or not shown; & = joins results of further samples.

Every second line gives: C diff growth	Tcruzi prolif	GASC1 inh	Pf Dd2 growth
- CCCC#Cc1cnc2c(c1)C(=O)N([C@@H](C)CO)C[C@H](C)[C@@H](CN(C)C(=O)C1CCC1)O2
    3	13	1.8	-2
- O=C(c1ccc(F)cc1)N1CC(=O)N2[C@@H](CO)[C@@H](c3ccc(C#CCC4CCCC4)cc3)[C@@H]2C1
    32	x	0.2	6
- CCCC#Cc1ccc2c(c1)O[C@H](CN(C)S(=O)(=O)c1cccc(F)c1)[C@H](C)CN([C@@H](C)CO)S2(=O)=O
    11	124*	-1.3	-68
- COC(=O)[C@H]1[C@H](CO)[C@H]2Cn3c(ccc(C4=CCCCC4)c3=O)[C@H]2N1CCC(F)(F)F
    3	55	1.8	x
- COc1ccccc1CNC(=O)C[C@H]1CC[C@H]2[C@H](COc3ccc(NS(=O)(=O)c4ccc(C)cc4)cc3C(=O)N2C)O1
    22	-64	-1.6	-8
- O=C(Nc1ccc(F)cc1)N1C[C@H]2[C@@H](c3ccccc31)[C@H](CO)N2C(=O)c1cccnc1
    5	8	1.4	10
- COC(=O)C[C@@H]1CC[C@@H]2[C@H](COc3ccc(NS(=O)(=O)c4ccc(F)cc4)cc3C(=O)N2C)O1
    -10	88	0.3	9
- CNC[C@@H]1Oc2ccc(NC(=O)Nc3ccccc3)cc2CC(=O)N([C@@H](C)CO)C[C@H]1C
    -4	19	x	12
- C[C@H](CO)N1C[C@H](C)[C@@H](CN(C)S(=O)(=O)c2cccs2)OCc2cn(nn2)CCCC1=O
    x	-19	x	-15
- COc1ccc(NC(=O)Nc2ccc3c(c2)[C@H]2C[C@H](CC(=O)N4CCOCC4)O[C@@H](CO)[C@H]2O3)cc1
    2	-6	17	7
- Cc1noc(C)c1NC(=O)Nc1ccc2c(c1)CC(=O)N([C@@H](C)CO)C[C@@H](C)[C@H](CN(C)CC1CC1)O2
    -5	-21	-0.6	2
- COc1ccc(NC(=O)Nc2ccc3c(c2)CC(=O)N([C@@H](C)CO)C[C@H](C)[C@H](CN(C)S(=O)(=O)c2cn(C)cn2)O3)cc1
    1	4	-1.5	7
- COCC(=O)N1[C@H](CO)[C@H](c2ccc(C#CCC3CCCC3)cc2)[C@@H]1C#N
    2	89	-1.2	-28
- C[C@@H]1CCCCO[C@@H](CN(C)S(=O)(=O)c2cn(C)cn2)[C@@H](C)CN([C@@H](C)CO)C(=O)c2cc(NC(=O)C3CCCCC3)ccc2O1
    7	-10	1.7	-26
- C[C@@H]1CN([C@@H](C)CO)C(=O)c2cc(C#Cc3cccc(F)c3)cnc2O[C@@H]1CN(C)CC1CCCC1
    19	x	-1.7	-44
- Cc1ccc(S(=O)(=O)Nc2ccc3c(c2)C(=O)N([C@H](C)CO)C[C@H](C)[C@@H](CN(C)S(C)(=O)=O)OCCCC[C@@H](C)O3)cc1
    -6	7	0.2	36
- C[C@@H]1CN([C@@H](C)CO)C(=O)c2cc(NC(=O)C3CCCCC3)ccc2O[C@@H](C)CCCCO[C@H]1CN(C)Cc1ccncc1
    -2	106*	2.8	-14
- CCCC(=O)Nc1ccc2c(c1)C(=O)N(C)[C@@H]1CC[C@H](CC(=O)OC)O[C@H]1CO2
    -5	-11	-2.0	15
- COc1ccc(C#Cc2cccc(-c3nc(C(=O)Nc4ccc(-c5ccccc5)cc4)cc4c3[C@@H](CCO)N(S(=O)C(C)(C)C)C4)c2)cc1OC (some centres not stated)
    -3	x	-2.3	-89*
- CCCNC(=O)N(C)C[C@H]1Oc2cc(C#CC3CC3)ccc2S(=O)(=O)N([C@H](C)CO)C[C@H]1C
    6	20	-0.1	-6

Record cards (already shown). Order of values: C diff growth	Tcruzi prolif	GASC1 inh	Pf Dd2 growth
Results for CNC[C@@H]1Oc2ccc(NC(=O)Nc3ccccc3)cc2CC(=O)N([C@@H](C)CO)C[C@H]1C : -4	19	x	12
Results for O=C(Nc1ccc(F)cc1)N1C[C@H]2[C@@H](c3ccccc31)[C@H](CO)N2C(=O)c1cccnc1 : 5	8	1.4	10
Results for CCCC#Cc1cnc2c(c1)C(=O)N([C@@H](C)CO)C[C@H](C)[C@@H](CN(C)C(=O)C1CCC1)O2 : 3	13	1.8	-2
Results for C[C@@H]1CN([C@@H](C)CO)C(=O)c2cc(C#Cc3cccc(F)c3)cnc2O[C@@H]1CN(C)CC1CCCC1 : 19	x	-1.7	-44

Next part.
Every second line gives: C diff growth	Tcruzi prolif	GASC1 inh	Pf Dd2 growth
- CC(C)NC(=O)Nc1ccc2c(c1)C(=O)N([C@H](C)CO)C[C@H](C)[C@@H](CN(C)C(=O)Cc1ccccc1)OCCCC[C@H](C)O2
    -2	40	0.9	-30
- C[C@@H]1CN([C@@H](C)CO)C(=O)Cc2cc(NS(=O)(=O)c3cccs3)ccc2O[C@@H]1CN(C)CC1CC1
    -10	-9	2.5	5
- C[C@H](CO)N1C[C@H](C)[C@H](CN(C)S(=O)(=O)c2ccc(F)cc2)Oc2ccc(NS(=O)(=O)c3cn(C)cn3)cc2CC1=O
    5	9	0.3	19
- CC(C)NC(=O)N(C)C[C@@H]1Oc2c(NC(=O)c3cnccn3)cccc2C(=O)N([C@H](C)CO)C[C@@H]1C
    25&4	x	0.4	-1
- C[C@@H]1CCCCO[C@@H](CN(C)Cc2ccccc2)[C@H](C)CN([C@@H](C)CO)C(=O)c2cc(NC(=O)Nc3ccc(F)cc3)ccc2O1
    0	u	1.2	u
- CS(=O)(=O)Nc1ccc2c(c1)[C@H]1C[C@@H](CC(=O)N3CCOCC3)O[C@@H](CO)[C@H]1O2
    3	5	0.8	11
- C[C@@H]1CCCCO[C@@H](CN(C)C(=O)c2ccncc2)[C@H](C)CN([C@H](C)CO)C(=O)c2cc(NC(=O)c3ccccc3)ccc2O1
    x	-21	0.0	3
- COC(=O)[C@H]1[C@H](CO)[C@H]2Cn3c(ccc(-c4ccccc4OC)c3=O)[C@H]2N1CC1CCOCC1
    1	5	3.0	5
- CCCC(=O)Nc1ccc2c(c1)OC[C@@H](C)NC[C@H](C)[C@@H](OC)CN(C)C2=O
    x	8	2.2	7
- C[C@@H]1CN([C@H](C)CO)C(=O)CCCn2cc(nn2)CO[C@@H]1CN(C)C(=O)c1ccc2ccn(C)c2c1
    0	47	1.0	10
- C[C@H](CO)N1C[C@H](C)[C@@H](CN(C)Cc2ccc(Cl)c(Cl)c2)Oc2ccc(NC(=O)CCC(F)(F)F)cc2C1=O
    -12	81	0.9	12
- O=C(C[C@@H]1CC[C@H]2[C@@H](COC[C@H](O)CN2S(=O)(=O)c2ccccc2)O1)Nc1ccc(-c2ccccc2)cc1
    x	70	-2.3	-9
- Cn1cnc(S(=O)(=O)N2CCCCN3[C@H](CO)[C@H](c4ccc(-c5ccc(F)cc5)cc4)[C@@H]3C2)c1
    6	1	-0.7	29
- CO[C@@H](CN(C)C(=O)c1cnccn1)[C@H](C)CN([C@H](C)CO)S(=O)(=O)c1ccccc1
    x	-19	-0.4	11
- CC(C)NC(=O)N(C)C[C@H]1Oc2ccc(NS(=O)(=O)c3ccc(Cl)cc3)cc2CC(=O)N([C@@H](C)CO)C[C@@H]1C
    -2	7	0.8	4
- CO[C@H]1CN(C)C(=O)c2cc(NS(=O)(=O)Cc3ccccc3)ccc2OC[C@H](C)NC[C@@H]1C
    x	17	-0.3	18
- COc1cccc(S(=O)(=O)N[C@@H]2C=C[C@@H](CC(=O)NCc3ccccc3)O[C@H]2CO)c1
    -1	-38	-1.0	14
- C[C@@H]1CN([C@@H](C)CO)C(=O)c2cccc(NS(=O)(=O)c3ccccc3)c2O[C@@H]1CN(C)Cc1ccccc1
    0	57	5.2	-33
- C[C@@H]1CN([C@@H](C)CO)C(=O)c2cc(NC(=O)Nc3ccc(F)cc3)ccc2O[C@@H](C)CCCCO[C@@H]1CN(C)C(=O)Nc1ccc2c(c1)OCO2
    3	x	1.4	-89*
- COc1ccc(NC(=O)N(C)C[C@H]2Oc3ccc(NC(=O)c4ccncc4)cc3CC(=O)N([C@H](C)CO)C[C@@H]2C)cc1
    -2	66	0.1	-5
- CO[C@@H]1CN(C)C(=O)c2ccc(NS(C)(=O)=O)cc2OC[C@H](C)N(Cc2nccs2)C[C@@H]1C
    x	51	-2.9	4
- Cn1cnc(S(=O)(=O)N[C@H]2CC[C@@H](CC(=O)Nc3ccc(-c4ccccc4)cc3)O[C@H]2CO)c1
    -4	-18	-2.8	9
- C[C@@H]1CN([C@H](C)CO)C(=O)c2cc(C#Cc3ccccc3F)cnc2O[C@@H]1CN(C)C
    5	98*	-0.5	0
- COc1ccc(S(=O)(=O)Nc2ccc3c(c2)C(=O)N([C@H](C)CO)C[C@H](C)[C@@H](CN(C)C(=O)Nc2c(C)noc2C)OCCCC[C@@H](C)O3)cc1
    -9	-6	0.1	32
- Cc1ccc(S(=O)(=O)Nc2ccc3c(c2)CC(=O)N([C@H](C)CO)C[C@@H](C)[C@@H](CN(C)S(=O)(=O)c2ccc(Cl)cc2)O3)cc1
    24	80	0.1	-38
- COc1ccc(S(=O)(=O)N(C)C[C@@H]2OCCCC[C@H](C)Oc3ccc(NS(=O)(=O)c4cccs4)cc3C(=O)N([C@H](C)CO)C[C@@H]2C)cc1
    1	-8	0.1	-39
- C[C@H](CO)N1C[C@H](C)[C@H](CN(C)S(=O)(=O)c2ccccc2)OCCCC[C@H](C)Oc2ccc(NS(C)(=O)=O)cc2C1=O
    1	23	-2.7	-1
- C[C@H](O)C#Cc1cnc2c(c1)C(=O)N([C@@H](C)CO)C[C@@H](C)[C@H](CN(C)Cc1cccc(C(=O)O)c1)O2
    -2	31	-1.5	21
- C[C@@H]1CN([C@H](C)CO)C(=O)Cc2cc(NS(=O)(=O)c3cn(C)cn3)ccc2O[C@@H]1CN(C)Cc1ccc(C(F)(F)F)cc1
    -9	-4	-0.5	-1
- Cc1ccc(S(=O)(=O)N(C)C[C@H]2Oc3c(NC(=O)Nc4cccc5ccccc45)cccc3C(=O)N([C@H](C)CO)C[C@H]2C)cc1
    -3	x	6.9	-40
- CCS(=O)(=O)N1CC2(C1)CN(S(=O)(=O)c1cccc(OC)c1)[C@@H](CO)c1[nH]c3cc(OC)ccc3c12
    0	x	-0.6	-84*
- COCC(=O)N1C[C@H](C)[C@H](OC)CN(C)C(=O)c2ccc(NC(=O)NC(C)C)cc2OC[C@@H]1C
    0	19	-0.1	-18
- O=C(CN1CCOCC1)N[C@@H]1CC[C@@H](CCNC(=O)C2CCCCC2)O[C@@H]1CO
    4	x	0.3	-13
- C[C@H]1CCCCO[C@@H](CN(C)CC2CCCCC2)[C@@H](C)CN([C@@H](C)CO)C(=O)c2cc(NC(=O)Nc3ccc(C(F)(F)F)cc3)ccc2O1
    -68	86	x	-82*
- O=S(=O)(N[C@@H]1CC[C@@H](CCn2cc(-c3ccccn3)nn2)O[C@H]1CO)c1cccc(F)c1
    -3	24	0.5	-12
- O=C(c1ccccc1)N1CC2(C1)[C@@H](c1ccccc1)[C@H](CO)N2C(=O)CC1CC1
    0	x	-1.3	12
- CO[C@H]1CN(C)C(=O)c2cc(NC(C)=O)ccc2OC[C@H](C)N(C(=O)c2ccc(F)cc2)C[C@@H]1C
    x	-18	2.0	10
- O=C(C[C@H]1CC[C@H]2[C@@H](COC[C@H](O)CN2C(=O)c2cccnc2)O1)NCc1ccc(-c2ccccc2)cc1
    x	15	0.2	2
- CN1C(=O)c2cc(NC(=O)Nc3cccc(Cl)c3)ccc2OC[C@@H]2O[C@@H](CC(=O)NCCc3ccncc3)CC[C@@H]21
    0	9	-0.1	-20
- CNC(=O)C[C@@H]1CC[C@@H]2[C@H](COc3ccc(NC(=O)Nc4ccc(C)cc4)cc3C(=O)N2C)O1
    20	3	-0.9	-25
- C[C@@H]1CCCCO[C@@H](CN(C)Cc2ccc(C(F)(F)F)cc2)[C@H](C)CN([C@H](C)CO)C(=O)c2cc(NC(=O)NC3CCCCC3)ccc2O1
    -6	57	-1.0	-54
- C[C@@H]1CN([C@@H](C)CO)C(=O)c2cccc(NC(=O)Nc3ccc4c(c3)OCO4)c2O[C@@H]1CN(C)CC1CC1
    -4	x	3.8	-44
- COc1ccc(S(=O)(=O)Nc2ccc3c(c2)C(=O)N([C@@H](C)CO)C[C@@H](C)[C@@H](CN(C)C(=O)c2ccncc2)OCCCC[C@@H](C)O3)cc1
    -11	24	0.1	-13
- CC=Cc1ccc2n(c1=O)C[C@H]1[C@H](CO)[C@@H](C(=O)N[C@@H](C)c3ccccc3)N(C(=O)c3cnccn3)[C@@H]21 (mixture of isomers)
    -7	-61	-0.9	x
